# Screens from PubChem.
# FEN1 inh: inhibitors of human flap endonuclease 1 | AID 588795 | hit rate 0.35% among 390,000 | P39748 | Recombinant FEN1 flap cleavage, fluorescence, 15 min | Potency, µM (titrated, usually from 114 µM), for inactives: at the top dose activity change, negative = inhibition, hits mostly inhibitors; note: nearly all actives have a fitted effect of over 65% in size
# Target sequence (P39748 whole entry, looked up): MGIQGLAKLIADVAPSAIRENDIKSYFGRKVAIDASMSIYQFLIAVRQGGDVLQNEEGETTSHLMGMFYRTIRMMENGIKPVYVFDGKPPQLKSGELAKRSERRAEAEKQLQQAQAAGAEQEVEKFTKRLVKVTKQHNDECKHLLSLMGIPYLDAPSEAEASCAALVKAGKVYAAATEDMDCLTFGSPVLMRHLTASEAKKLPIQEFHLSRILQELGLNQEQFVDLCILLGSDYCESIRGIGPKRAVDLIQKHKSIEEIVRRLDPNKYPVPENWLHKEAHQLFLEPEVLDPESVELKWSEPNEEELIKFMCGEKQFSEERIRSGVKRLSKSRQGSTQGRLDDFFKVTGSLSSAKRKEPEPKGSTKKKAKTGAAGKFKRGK
#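 Enzyme 10 nM, 15 min RT preincubation with compound; start with substrate 50 nM final; reads at 0 and 15 min; qHTS titration, four-parameter Hill fit.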
# GCN5L2 inh: blocks human GCN5L2 histone acetyltransferase. AID 504327. hit rate 0.21% among 390,000. Q92830. GCN5L2 HAT assay, ThioGlo1 CoA-SH fluorescence. Potency, µM (top dose mostly 58.9 µM), inactives show at the highest dose activity change, negative = inhibition, usual class: inhibitors
#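 Preincubate 20nM GCN5L2 with compound 15 min, RT → add 50uM ThioGlo1 + 75uM H3(1-25) + 70uM acetyl-CoA → read fluorescence 0 and 20 min. Primary qHTS; fluorescent artifacts likely.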
# TDP1 cell CPT: growth inhibition of DT40 Tdp1-/-;hTDP1 cells with camptothecin (screen for TDP1 inhibitors); chicken DT40 Tdp1-/-;hTDP1 cells + 20 nM CPT, ATP luminescence, 48 h; Potency, µM (highest dose often 46.2 µM), without a hit: at the highest dose activity change, negative = growth inhibition, usual class: inhibitors; hit rate 12% among 420,000; AID 686979; note: nearly all actives have a fitted effect of over 55% in size
#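 Cell growth measured by CellTiter-Glo luminescence after a minimum 48 h, 37 C compound exposure with 20 nM CPT in Tdp1-knockout DT40 cells stably expressing hTDP1, seeded 400/well; qHTS titration format.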
# Numbers without * were called inactive; u = inconclusive; x = no result given; & = joins results of further samples; [ ] = remark or other dose. Calls come from the whole dose curve; as a rule, active = well fitted curve in the direction sought with a large enough effect; inconclusive = small, poorly fitted or top-dose-only effect, or another doubt; inactive = no such curve, though single readings can be large; an effect the other way counts as inactive or inconclusive. % is set by controls: 0 for no effect and ±100 for the full control effect; potency is the fitted concentration of half-maximal effect.
SMILES,FEN1 inh,GCN5L2 inh,TDP1 cell CPT
Cc1ccc(C(=O)O)cc1NC(=S)NCCc1ccccc1,-15%,0%,12%
COc1ccc(C2CC(=O)N(CC(=O)Nc3ccc(C(C)=O)cc3)c3ccccc3S2)cc1OC (configuration not stated),-6%,-8%,x
CCCC1(CCC)C(=O)NC(=NCCc2ccc(OC)c(OC)c2)NC1=O,5%,-4%,-3%
O=C(NN=C1CCCC1)C(=O)Nc1cccc(C(F)(F)F)c1,-2%,-6%,-23%
CCOc1cc(NCCN2CCOCC2)c([N+](=O)[O-])cc1OCC,-2%,-7%,-19%
CCOC(=O)Nc1ccc(S(=O)(=O)NCc2ccccc2)cc1,-15%,-1%,u
O=C(/C=C/c1ccccc1)NC(=S)Nc1ccccc1,8%,-15%,-21%
O=S(=O)(c1ccc(OCC(O)CN2CCN(c3ccccc3)CC2)cc1)N1CCOCC1 (configuration not stated),3%,-8%,u
COc1ccc(OCC(=O)Nc2cc(C)c(Cl)cc2OC)c([N+](=O)[O-])c1,0%,1%,-1%
COc1cc(/C=C2\SC(=S)N(c3cccnc3)C2=O)ccc1O,-25%,14%,-4%
Cc1cc(N2CCN(C)CC2)nc2ccc(NC(=O)CCC(=O)NCCc3ccc(Cl)cc3)cc12,11%,-1%,7%
N#Cc1ccsc1NC(=O)COC(=O)c1cc2ccccc2cc1O,1%,-2%,12%
Cc1cc(C)cc(N2CCn3c2nc2c3c(=O)n(Cc3ccc(Cl)cc3)c(=O)n2C)c1,15%,-4%,-3%
COc1ccc(-c2c(-c3ccccc3)n(C)c3ccccc23)cc1,9%,-5%,4%
COc1ccc(CN([C@H](CO)CC(C)C)S(=O)(=O)N(Cc2ccccc2)[C@H](CO)CC(C)C)cc1,u,-17%,u
Cc1cc(S(=O)(=O)N2CCCC2)ccc1OCC(=O)Nc1ccccc1,-16%,-13%,-3%
Cc1cccc(Oc2cnn(C(C)(C)C)c(=O)c2Cl)c1,5%,-2%,u
O=C1CC(C(F)(F)C(F)(F)C(F)(F)C(F)(F)F)=Nc2ccccc2N1,8%,19%,u
CC/C(=N/N=C(\CC)c1ccccc1)c1ccccc1,4%,0%,-10%
Cc1nn(Cc2ccc(Cl)c(Cl)c2)c(C)c1NC(=O)c1sc2ccccc2c1Cl,-15%,-8%,u
CC12CC(NC(=O)N1CCc1ccccc1)c1cc(Cl)ccc1O2 (configuration not stated),-6%,2%,u
Cn1c2ccccc2c(=O)c2c(O)cccc21,-7%,-6%,2%
CN(N)C(=S)Nc1ccc(Cl)cc1,0%,-4%,-3%
CCCCNS(=O)(=O)c1ccc2nc(-c3cccnc3)cc(C(=O)NC(C)C)c2c1,-7%&1%,0%&-4%,-26%&2%
CC(C)Sc1nnc(NC(=O)C2CC2)s1,-15%,-15%,u

# A run of entries from further up:
SMILES,FEN1 inh,GCN5L2 inh,TDP1 cell CPT
CC12CC(NC(=O)N1CCc1ccccc1)c1cc(Cl)ccc1O2 (configuration not stated),-6%,2%,u
Cn1c2ccccc2c(=O)c2c(O)cccc21,-7%,-6%,2%

# Next section
SMILES,FEN1 inh,GCN5L2 inh,TDP1 cell CPT
CCN(C(=O)CSc1ncc(S(=O)(=O)c2ccc(C)c(Cl)c2)c(=O)[nH]1)c1cccc(C)c1,4%,-7%,x
COC(=O)c1nn(-c2ccccc2)nc1-c1nn(-c2ccccc2)nc1C(=O)OC,4%,-4%,u
COCn1c(=O)c2c(nc(SC3=NCCS3)n2Cc2ccccc2C)n(COC)c1=O,-4%,-22%,23µM*
COc1ccc(CNC(=O)C2(CC3CC(c4ccccc4)=NO3)CCN(C(=O)OC(C)(C)C)CC2)cc1 (configuration not stated),4%,x,u
NC(=O)c1ccc(N2CCCCC2)c(N2C(=O)C3C4C=CC(C4)C3C2=O)c1 (configuration not stated),-1%,-5%,-24%
O=c1c2ccccc2oc2cc(-c3ccc4[nH]ccc4c3)ccc12,14%,x,1.8µM*
OCCN1CCN(Cc2cc(Br)cc(Br)c2O)CC1,-5%,-6%,-15%
CCc1cc(CNC(=O)c2ccc3nc(Cc4ccc(OC)c(OC)c4)oc3c2)on1,15%,-4%,23µM*
COC(=O)c1cc(C)nc2c1c(=O)nc(SCc1ccccc1C)n2C1CC1,-14%,-17%,u
Cc1ccc(CN(Cc2ccco2)C(=O)COc2cc(C)c(Cl)c(C)c2)cc1,-16%,-10%,21µM*
COc1cccc(N2C(=O)CC(N3CCC(C(N)=O)(N4CCCCC4)CC3)C2=O)c1 (configuration not stated),-9%,-3%,u
CCCCCN1C(C)=CC(=C(C#N)C#N)C=C1C,4%,-12%,-6%
Cn1nnnc1NC(=O)c1ccccc1Cl,-3%,-5%,4%
Cc1cc(C)n2nc[n+](C)c2n1,-3%,-26%,-13%
S=C(Cc1ccc(-c2ccccc2)cc1)N1CCOCC1,-10%,x,-23%
O=C(c1ccco1)N1CCN(c2ccc(F)cc2)CC1,7%,-1%,u
CC(=O)c1cccc(NC(=O)c2nc(-c3ccccc3)n(-c3ccccc3)n2)c1,0%,-9%,21µM*
CCn1c2ccccc2c2nnc(N3CCN(c4ccc(OC)cc4)CC3)nc21,19%,-16%,u
O=C(COc1ccc([N+](=O)[O-])cc1)N1CCc2ccccc2C1,2%,-5%,-6%
COc1ccc(NC(=O)Cn2c(=O)cnc3ccccc32)cc1S(=O)(=O)N1CCCCC1,0%,-1%,-27%
CCC(=O)c1ccc(OC(=O)N2CCOCC2)cc1,5%,1%,6%
COc1ccc(OCc2cc(C(=O)NC(C)c3cnn(C)c3)no2)c(Cl)c1 (configuration not stated),15%,-14%,-15%
O=C(NC1CCCC1)C1CCN(S(=O)(=O)c2ccccc2)CC1,3%,-2%,6%
Cc1ccc(OCCCCn2nnc3sc4c(c3c2=O)CCCC4)cc1,2%,-3%,-11%
CC(C)Nc1nc(NC(C)C)nc(Oc2ccc(=O)n(C)n2)n1,8%,-2%,8%

# Limited to FEN1 inh and TDP1 cell CPT, for some of the entries so far:
SMILES,FEN1 inh,TDP1 cell CPT
S=C(Cc1ccc(-c2ccccc2)cc1)N1CCOCC1,-10%,-23%
O=C(c1ccco1)N1CCN(c2ccc(F)cc2)CC1,7%,u
CC(=O)c1cccc(NC(=O)c2nc(-c3ccccc3)n(-c3ccccc3)n2)c1,0%,21µM*
CCn1c2ccccc2c2nnc(N3CCN(c4ccc(OC)cc4)CC3)nc21,19%,u
O=C(COc1ccc([N+](=O)[O-])cc1)N1CCc2ccccc2C1,2%,-6%

# (more compounds)
SMILES,FEN1 inh,GCN5L2 inh,TDP1 cell CPT
COc1ccccc1C(=O)NC(=O)COC(=O)c1ccc(NC(=O)CC#N)cc1,-4%,-5%,0%
CCCC(=Nc1ccc(N)cc1)C1=C(O)C(C(=O)OC)C(C)(C)CC1=O (configuration not stated),-1%,4%,-11%
CC(=O)C1=C(C)N(Cc2ccccc2)C(=O)N[C@H]1c1cccs1,-1%,3%,-3%
COc1ccc(S(=O)(=O)Nc2cc(SCC(=O)O)c(O)c3ccccc23)cc1,u,73%[activator],3.3µM*
O=C(NN1C(=O)/C(=C/c2cccnc2)SC1=S)C(c1ccccc1)c1ccccc1,-11%,-13%,u
CCOC(=O)C1(Cc2ccccc2C(F)(F)F)CCN(C2CCC2)CC1,3%,6%,5%
c1ccc(CSc2nnc(-c3ccco3)o2)cc1,-2%,-4%,-3%
NC(=O)c1ccc(N2CCN(S(=O)(=O)c3ccccc3)CC2)c([N+](=O)[O-])c1,-3%,-2%,u
O=C(NCc1nc2ccccc2[nH]1)C1=C[C@H](c2ccc(Br)cc2)C[C@H](OCc2ccc(CO)cc2)O1,-25%,-1%,u
COCC(C)OC(=O)c1c(N)n(CCCN2CCOCC2)c2nc3ccccc3nc12 (configuration not stated),-6%,-13%,2%
CCc1ccc(NC(=O)Cn2ccn(-c3ccc(C)c(C)c3)c(=O)c2=O)cc1,3%,-4%,0%
Cc1cccc(Nc2nc(-c3ccncc3)cs2)c1,3%,-1%,u
COCCOC(=O)C1=C(C)N(Cc2ccccc2)C(=O)NC1c1cccc(OC)c1OC (configuration not stated),5%,-18%,-27%
COc1cc(C(=O)NC(C)c2ccccc2)ccc1OCC(=O)N1CCOCC1 (configuration not stated),3%,3%,-6%
O=Cc1cccn1-c1ccc(O)cc1,0%,0%,-26%
CC(=O)OC1C(=O)N(Cc2ccccc2)C1c1ccc(C)cc1 (configuration not stated),3%,x,u
CCN(CC(=O)Nc1c(F)cccc1F)C(=O)c1cccnc1SC,1%,-4%,2%
CCOC(=O)c1cnn(C(=O)c2ccccc2)c1N,14%,0%,3%
COc1cc(OC)c(OC)cc1/C=N/NC(=O)CSc1ccccc1F,-12%,-4%,-1%
CCCCCCCCCCN(CCCCCCCCCC)c1ccccc1,-12%,x,u
CCn1c(SCC(=O)NCCc2ccc(Cl)cc2)nnc1-c1cccs1,14%,-2%,-12%
O=C(COc1cccc2cccnc12)NNC(=O)Nc1ccccc1,-5%,1%,-1%
O=C(O)COc1ccccc1/C=N/NC(=O)CSc1nc2ccccc2n1Cc1ccc(Cl)cc1,-8%,-1%,3%
CCCN(CCC)CCCNC(=O)C1CCN(S(=O)(=O)c2cccc3nsnc23)CC1,-9%&-11%,-3%&-5%,8%&-1%
CC(C)c1cnc2c(c1SCC(=O)NCc1ccccc1Cl)c(=O)n(C)c(=O)n2C,7%,13%,-3%

# More entries follow:
SMILES,FEN1 inh,GCN5L2 inh,TDP1 cell CPT
CCN(CC(=O)Nc1ccc2c(c1)OCCO2)C(=O)CC(NC(C)=O)c1ccccc1 (configuration not stated),-3%,-5%,5%
O=C1CC[C@@H](CN(Cc2ccccn2)Cc2nc(Cc3ccccc3)no2)N1,-3%,1%,11%
Cc1ccccc1CC1(CO)CCCN(Cc2ccccc2Cl)C1 (configuration not stated),-7%,-3%,1%
CCOC(=O)c1c(NC(=O)CSc2nnnn2-c2ccccc2)sc2c1CC(C)(C)NC2(C)C,-16%,-3%,16µM*
CCC(C)N1CCC(Oc2ccc(C(=O)NCc3ccccn3)cc2)CC1 (configuration not stated),0%,-3%,-8%
COc1ccccc1N1CCN(S(=O)(=O)/C=C/c2ccccc2)CC1,0%,-10%,u
CC(C)OCCCNC(=O)c1cc(Sc2ccc(F)cc2)nc2ccccc12,5%,-8%,u
Cc1cc(CNC(=O)Cc2ccc(F)cc2)c2ccccc2n1,3%,3%,10%
Fc1ccc(NCc2cn3ccccc3n2)cc1,-9%,0%,u
Cc1ccc(Oc2ccc(C(=O)NC3CCSC3=O)cn2)cc1 (configuration not stated),5%,1%,1%
O=c1c2ccccc2n(Cc2ccc(F)cc2)c(=O)n1C1CCCC1,2%,-9%,u
O=C(O)C1=C[C@@H](C2CC2)C[C@@H](OCc2ccc(CO)cc2)O1,1%,-6%,5%
CC(C)N(C(=O)COC(=O)c1ccc(Cl)c(S(N)(=O)=O)c1)C(C)C,-8%,-8%,5%
Cc1cc(OC(=O)c2ccc(Cl)cc2)cc(=O)n1C,-12%,-12%,u
CCO/N=C1\C(=O)N(c2ccccc2)c2ccccc21,-5%,-1%,6%
CCCS(=O)(=O)NCCc1csc2nc(-c3ccc(C)cc3)nn12,9%,-3%,u
CSC(=NS(=O)(=O)c1ccccc1)SC,0%,-6%,-9%
Cc1ccc(S(=O)(=O)N2CCOCC2)cc1C(=O)NCCc1ccc(Cl)cc1,-16%,-3%,-10%
Cc1ccc2scc(N3CCC(C)CC3)c(=O)c2c1,-3%,u,-17%
CCC1C(=O)NCCN1Cc1nc(-c2ccc(C)s2)oc1C (configuration not stated),8%,51%[activator],-4%
COc1cc(NC(=O)C2CCCN2S(=O)(=O)c2ccc3c(c2)CCC(=O)N3)cc(OC)c1 (configuration not stated),12%,-3%,-55%
CC1(C)CC2CC(C)(CN2C(=O)COC(=O)c2ccc(NC(=O)CC#N)cc2)C1 (configuration not stated),-4%,-4%,u
COc1ccc(Cl)cc1NC(=O)CSc1nnc2[nH]c(=O)cc(-c3ccccc3)n12,-16%,-20%,3%
O=C(COc1ccccc1[N+](=O)[O-])Nc1ccc(N2CCN(C(=O)c3cccs3)CC2)cc1,-19%,-3%,4.6µM*
Cc1ccccc1NC(=O)Cc1nc(COC(=O)c2cc([N+](=O)[O-])ccc2N)cs1,-1%,-24%,-2%
c1ccc(-n2ncc3c(NCc4cccs4)ncnc32)cc1,6%,-10%,u
Cc1ccc(NC(=O)CN2C(=O)/C(=C\c3cccs3)SC2=S)cc1,-4%,2%,u
O=C(Nc1ccc(F)cc1F)c1ccc(-n2cnc3cccnc32)cc1,-5%,-1%,x
CCOC(=O)c1sc(=NC(=O)/C=C/c2ccccc2)n(C)c1C,2%,-1%,-12%

# 3 structures out of the list, sorted by SMILES length, highest first:
SMILES,FEN1 inh,GCN5L2 inh,TDP1 cell CPT
COCCOC(=O)C1=C(C)N(Cc2ccccc2)C(=O)NC1c1cccc(OC)c1OC (configuration not stated),5%,-18%,-27%
CCc1ccc(NC(=O)Cn2ccn(-c3ccc(C)c(C)c3)c(=O)c2=O)cc1,3%,-4%,0%
Cn1nnnc1NC(=O)c1ccccc1Cl,-3%,-5%,4%

# Only part of the results is shown; rates above refer to the full screens.
